PTHR1 ag: activates the human parathyroid hormone receptor PTHR1 | Potency, µM (highest dose often 115 µM), inactives show at the highest dose activation, most hits filed as activators | HEK293 GP2 PTHR1 cells, GloSensor cAMP luminescence, 1 h | hit rate 0.075% among 410,000 | Q03431; further: potency means the concentration at half of the fitted maximal effect; nearly all actives have a fitted effect of over 55% in size; some results filed as inactive show a strong effect at the top dose; inactives centre near -15; many of its hits are not listed in these tables
Target sequence (Q03431 whole entry, looked up): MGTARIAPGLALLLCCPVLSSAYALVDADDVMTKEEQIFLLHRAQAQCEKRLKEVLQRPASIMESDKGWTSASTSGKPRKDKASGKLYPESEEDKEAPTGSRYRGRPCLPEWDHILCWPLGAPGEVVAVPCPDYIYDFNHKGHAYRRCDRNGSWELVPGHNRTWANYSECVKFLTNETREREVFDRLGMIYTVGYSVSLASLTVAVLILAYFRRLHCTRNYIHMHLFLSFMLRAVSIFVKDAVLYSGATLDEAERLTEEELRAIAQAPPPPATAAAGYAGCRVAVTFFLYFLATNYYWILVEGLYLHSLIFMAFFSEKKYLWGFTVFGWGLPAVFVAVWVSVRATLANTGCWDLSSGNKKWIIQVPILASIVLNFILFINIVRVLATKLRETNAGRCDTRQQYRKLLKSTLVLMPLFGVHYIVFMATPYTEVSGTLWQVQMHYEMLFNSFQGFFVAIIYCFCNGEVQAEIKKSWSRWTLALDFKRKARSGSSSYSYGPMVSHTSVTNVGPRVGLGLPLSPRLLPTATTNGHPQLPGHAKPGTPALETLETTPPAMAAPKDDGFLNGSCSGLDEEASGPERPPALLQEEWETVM
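HEK-293-derived GP2 cells expressing PTHR1 and a GloSensor cAMP reporter, 3,000/well, plated overnight, given luciferin plus IBMX (each 0.5 mM as added) for 1 h at 37 °C, then compound for 1 h at 37 °C. Luminescence was read after 15 min at room temperature.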
Akt phos inh: inhibitors of Akt phosphorylation; hit rate 0.32% among 360,000; Neuro2A IGF-stimulated pAkt S473 HTRF, 20 min; stronger effect = lower value; AID 651550; activity change, % for hits at 50 µM; in the data active means activity change below about -80%; inconclusive means mostly about -51% to -80%; further: on the % scale 0 is the no-effect control and ±100 the full control effect
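Neuro2A cells in DMEM with 0.5% FBS, overnight at 37 deg C, given compound at single 50 µM final, then IGF (6 nM final) for 20 min at 37 deg C. Lysed; phospho-Akt Ser473 by HTRF after 24 h, 665/615 ratio.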
GLP-1R agonist: activates the human GLP-1 receptor. AID 624172. P43220. HEK293 GLP-1R CRE-luciferase, luminescence, 4-6 h; cells express a hypersensitive GLP-1R form. hit rate 0.007% among 380,000. Potency, µM (titrated, usually from 45.6 µM), inactives show at the top dose activation, actives largely listed as activators; further: potency means the concentration at half of the fitted maximal effect; % of control where 0% means no effect
aSyn rescue: inhibitors of alpha-synuclein toxicity in yeast. AID 652106. hit rate 0.14% among 370,000. Potency, µM (doses to about 46.1 µM), without a hit: at the top dose growth rescue (activation), actives largely listed as activators. Yeast expressing alpha-synuclein, growth rescue, BacTiter-Glo, 24 h; further: potency means the concentration at half of the fitted maximal effect; % of control where 0% means no effect; nearly all actives have a fitted effect of over 65% in size
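Readout is rescue of growth in alpha-synuclein-expressing yeast, so inhibitors of toxicity appear as activators. Growth after 24 hr at 30 deg C in galactose medium is quantified by luminescence.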
Abeta rescue: A-beta toxicity reversal in yeast. yeast expressing A-beta42, growth rescue, OD600, 48 h; response scale: 0% DMSO, 100% iron-clioquinol control. hit rate 0.063% among 410,000. Potency, µM (titrated, usually from 46.1 µM), inactives show at the highest dose growth rescue, usual class: activators; further: potency means the concentration at half of the fitted maximal effect; nearly all actives have a fitted effect of over 55% in size
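Growth rescue measured by 600 nm absorbance after 48 h yeast culture at 30 C with compound. Values normalized between DMSO and an equimolar ferric chloride plus clioquinol control.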
D3 antag: D3 dopamine receptor (human) antagonism | D3R cells, DiscoveRx beta-arrestin luminescence, antagonist mode; stronger effect = lower value | max response, negative = inhibition, % | hit rate 2.5% among 360,000; in the data active means max response below about -50%; inconclusive means no clear call, values can overlap the other calls; further: on the % scale 0 is the no-effect control and ±100 the full control effect; mostly tested at two doses, the higher about 12 µM
Target sequence (P35462 whole entry, looked up): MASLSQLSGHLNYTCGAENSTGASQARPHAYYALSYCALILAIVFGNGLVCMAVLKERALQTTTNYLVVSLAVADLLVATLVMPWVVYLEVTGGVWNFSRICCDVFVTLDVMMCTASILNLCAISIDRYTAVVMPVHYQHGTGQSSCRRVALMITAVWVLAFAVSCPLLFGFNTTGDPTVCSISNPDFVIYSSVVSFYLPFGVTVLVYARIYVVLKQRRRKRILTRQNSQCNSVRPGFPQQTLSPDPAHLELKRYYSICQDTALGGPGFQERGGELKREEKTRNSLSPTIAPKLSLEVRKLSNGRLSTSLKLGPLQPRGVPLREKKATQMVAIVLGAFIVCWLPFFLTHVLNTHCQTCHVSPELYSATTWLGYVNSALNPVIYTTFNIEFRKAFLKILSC
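Cells plated overnight at 1500 cells/well, then exposed to library compounds with dopamine controls for 90 minutes at 37 degrees C. DiscoveRx reagent added for 30–60 minutes at room temperature; luminescence read, quantitative HTS format.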
TDP43 rescue: rescues yeast growth from TDP-43 toxicity; TDP-43 expressing yeast growth rescue, BacTiter-Glo, 24 h; Potency, µM (top dose mostly 46.1 µM), without a hit: at the highest dose growth rescue (activation), usual class: activators; hit rate 1.8% among 410,000; AID 652104; further: potency means the concentration at half of the fitted maximal effect; % of control where 0% means no effect; nearly all actives have a fitted effect of over 50% in size
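In this qHTS, compounds that restore growth of yeast expressing TDP-43 appear as activators. Cells (OD600=0.02, galactose medium, raffinose-pregrown) are incubated with compound 24 hr at 30 deg C and growth is quantified by BacTiter-Glo.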
FUS yeast rescue: FUS proteinopathy suppression in yeast. S. cerevisiae FUS-expressing, growth rescue, OD600, 24 h. Potency, µM (series often up to 76.6 µM), for inactives: at the top dose growth rescue (activation), actives largely listed as activators. hit rate 0.24% among 390,000. AID 1347120;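 further: potency means the concentration at half of the fitted maximal effect; plate controls were DMSO vehicle for no effect and reference control for full effect; nearly all actives have a fitted effect of over 55% in size; some results filed as inactive show a strong effect at the top dose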
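Galactose (2%) drives FUS expression in yeast precultured in raffinose; seeding density OD 0.005. Test compounds incubated 24hr at 30C and 99% humidity before absorbance at 600 nm was measured.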
GLP-1R inv ag: GLP-1 receptor (human) inverse agonism; P43220; HEK293 GLP-1R CRE-luciferase, luminescence, 24 h; GLP-1R form is constitutively active; Potency, µM (titrated, usually from 38.3 µM), for the others: top-dose activity change, negative = inhibition, most hits filed as inhibitors; hit rate 1.6% among 410,000; AID 624417; further: potency means the concentration at half of the fitted maximal effect; on the % scale 0 is the no-effect control and ±100 the full control effect; nearly all actives have a fitted effect of over 55% in size
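Inverse agonism was detected as reduced cAMP-driven luciferase luminescence after 24 h compound treatment. The cells were HEK293 clones expressing constitutively active human GLP-1R with the reporter. Reporter-only and GPR119 cell lines served as counterscreen controls.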
Numbers without * were called inactive; i = inactive; ? = inconclusive; . = no result given; [ ] = dose if it differs, or a comment. Unless noted, the call rests on the fitted dose curve; in most records, active means well fitted curve in the direction sought with a large enough effect; inconclusive means small, poorly fitted or top-dose-only effect, or another doubt; inactive means no such curve, though single readings can be large; an effect the other way counts as inactive or inconclusive.

SMILES	PTHR1 ag	Akt phos inh	GLP-1R agonist	aSyn rescue	Abeta rescue	D3 antag	TDP43 rescue	FUS yeast rescue	GLP-1R inv ag
Cc1c(S(=O)(=O)N2CCCCC2)c(=O)n(C)c(=O)n1C	i	i	0%	1%	-11%	9	-17%	-10%	-14%
Cc1ccc(S(=O)(=O)N/N=C\c2ccccc2OCc2ccccc2)cc1	i	i	5%	-15%	9%	?	-25%	-9%	?
CC(=O)c1ccc(NC(=O)c2ccc(C)c(Br)c2)cc1	-19%	i	27%	-6%	3%	5	7%	-1%	?
Cn1nc(-c2ccc(OCC(=O)NCC3CCCO3)cc2)c2ccccc2c1=O (stereo unspecified)	-20%[57.5 µM]	i	17%	3%	-7%	0	-10%	14%	60%[activator]
O=C(CCNS(=O)(=O)/C=C/c1ccccc1)NCCc1c[nH]c2ccccc12	i	i	1%	9%	2%	18	2%	3%	?
C[C@@H]1CCCCO[C@H](CN(C)Cc2ccc(C(=O)O)cc2)[C@H](C)CN([C@@H](C)CO)C(=O)c2cc(NC(=O)Nc3ccc(C(F)(F)F)cc3)ccc2O1	i	i	16%	1%	4%	-14	?	?	12%
O=C(Nc1ccccc1Cc1ccccc1)c1ccncc1	i	i	-1%	9%	?	-5	29%	3%	8%
CC(=O)c1ccc(-c2ccc(C(=O)N(C)c3c(N)n(Cc4ccccc4)c(=O)[nH]c3=O)o2)cc1	i	i	-5%	-5%	3%	1	-15%	41%	12%
O=C(Nc1ccccc1Br)C1CCC(=O)N1Cc1ccccc1Cl (stereo unspecified)	i	i	-8%	1%	19%	-6	16%	2%	6%
O=C(CCc1nnc2ccc(N3CCOCC3)nn12)Nc1ccc(F)cc1F	i	i	2%	0%	-1%	-11	0%	-7%	1%
O=C(NNC(=O)c1ccc2ncccc2c1)c1ccc(Cl)cc1	-32%	i	-1%	9%	3%	7	11%	11%	-7%[7.66 µM]
Cc1ccc(NC(=O)NCc2cccnc2)cc1C	-5%	i	26%	-8%	0%	1	-1%	3%	1%
Cc1cc(C)c(NC(=O)CSc2nccn2Cc2ccco2)c(C)c1	-7%	.	.	.	16%	.	0%	-3%	-15%
Fc1cccc(CSc2ccc3nnc(-c4ccccn4)n3n2)c1	i	i	4%	3%	7%	53	.	20%	42%[activator]
CCN(CC)CCCNC(=O)c1c(C)oc2ncn(CC(C)C)c(=O)c12	-23%	.	.	.	-5%	.	12%	11%	-26%
O=[N+]([O-])c1ccc2cn(C3OC(CO)C(O)C3O)nc2c1 (stereo unspecified)	2%	i	0%	-15%	-3%	-18	-10%	14%	2%
CCC(=O)Nc1cc(-c2nn3c(C)nnc3s2)ccc1C	-13%[57.5 µM]	i	11%	0%	18%	1	20%	-1%	36%[activator]
Cc1[nH]c2c(ccc3ccccc32)c1C1C(CCN)C1(C)C (stereo unspecified)	-10%[57.5 µM]	i	-21%	-2%	?	9	27%	?	?
CCCc1cc(=O)n2[nH]c(-c3ccco3)nc2n1	-1%[57.5 µM]	i	10%	-11%	-10%	-14	-16%	20%	19%
Cc1ccc(S(=O)(=O)n2c(N)nc3cc(C)c(C)cc32)cc1	-14%	i	3%	10%	18%	-16	10%	-23%	15%
O=c1cc(O)c2ccccc2n1Cc1ccccc1	-7%	i	0%	11%	0%	13	-8%	9%	-7%
Cc1cc(C)c(Cn2c(=O)n(CCC(=O)NCCc3ccccc3)c(=O)c3ccccc32)c(C)c1	i	.	1%	.	-1%	.	26%	2%	20%
CCn1c(CCC(=O)O)nc2cc(S(=O)(=O)N3CCOCC3)ccc21	i	i	-2%	-12%	15%	3	3%	-6%	15%
CCCCn1c(=O)n(C)c(=O)c2c(C(F)(F)F)cc(-c3ccncc3)nc21	-7%	i	1%	0%	-11%	-23	-6%	6%	53%[activator]
COCCn1c(SCC(=O)Nc2ccc3c(c2)OCCO3)nc2c(c1=O)SC(C)C2 (stereo unspecified)	-20%	i	5%	0%	-3%	-10	5%	-3%	1%
O=C(CCN1C(=O)c2ccccc2C1=O)NCc1cccc(Cl)c1	-3%	i	9%	-1%	-2%	-7	0%	6%	33%[activator]
COc1cccc(NC(=O)Cn2c(=O)n(-c3ccccc3)c(=O)c3sccc32)c1	i	i	-2%	1%	5%	0	5%	9%	0%
CC(C)(C)NC(=O)CN(C(=O)CN1C(=O)C(=O)c2ccccc21)C(C)(C)C	0%	i	1%	-9%	9%	-17	-7%	-1%	-6%
CN(C)C1(CNC(=O)CC(NC(=O)c2ccccc2Cl)c2ccccc2)CCCCC1 (stereo unspecified)	i	i	12%	-2%	0%	-10	-1%	26%	-6%
O=C(c1ccc(F)cc1)n1nc(-c2ccc(Cl)cc2)nc1NCc1ccco1	-16%	.	11%	1%	-1%	.	?	-14%	0%
Cc1[nH]nc2c1C1(C(=O)N(Cc3ccc(Cl)cc3)c3ccccc31)C(C#N)=C(N)O2 (stereo unspecified)	-35%	i	-4%	5%	-14%	-5	-25%	30%	?
CCN1CCc2nc(SCC(=O)Nc3ccc(OC)cc3)c(C#N)cc2C1	i	i	3%	1%	0%	-70*	4%	?	19%
COc1ccc(C2c3c(n(C)c4ccccc34)C(=O)N2CC(=O)Nc2cccc(Cl)c2C)cc1 (stereo unspecified)	?	.	.	.	-8%	.	-10%	7%	-16%
CCCC(=O)N1CCCC1(C)C(=O)Nc1ccc2c(c1)CCN2C(C)=O (stereo unspecified)	1%	.	16%	-17%	-16%	0	6%	-17%	0%
C[C@H](CO)N1C[C@H](C)[C@@H](CN(C)S(=O)(=O)c2cccs2)Oc2c(NS(=O)(=O)c3ccc(F)cc3)cccc2C1=O	i	i	1%	1%	4%	-10	7%	31%	12%
Cc1ccc(OCCNC(=O)CCc2ccccc2)cc1C	i	i	15%	1%	?	9	0%	17%	?
CCc1cccc(NC(=O)CSCc2cc(=O)[nH][nH]2)c1	1%	i	2%	0%	-7%	11	-27%	?	8%
CCOC(=O)c1cc(-c2ccccc2)n(CC(=O)Nc2ccc(OC)cc2)c1C	i	i	5%	-1%	13%	3	12%	.	-7%
O=C(Cn1c(=O)oc2cc(S(=O)(=O)N3CCCCC3)ccc21)NCc1ccc(F)cc1	-69%[inhibitor]	.	.	.	-19%	.	9%	43%	?
CCCCC(=O)Nc1cc(-c2nc3cccnc3s2)ccc1C	-53%[inhibitor]	.	.	.	3%	.	6%	-11%	7%
CC(C)(C)OC(=O)N1CCCC(C(=O)Nc2cccc(C(=O)NCCCCc3ccccc3)c2)C1 (stereo unspecified)	-21%	i	0%	-1%	4%	58	12%	39%	?
Cc1ccc2c(c1)N(CCC(=O)NCC1CCCO1)C(=O)CO2 (stereo unspecified)	i	i	0%	-4%	-7%	-21	2%	7%	-3%
COc1ccccc1N=NC1=C(O)CC(C)(C)CC1=O	i	i	13%	6%	-7%	-23	?	3%	-17%
CC1=CCC(C(=O)O)(C(=O)N/N=C/c2cccnc2)C(c2ccccc2)C1 (stereo unspecified)	-1%	i	4%	-1%	2%	10	0%	-3%	-2%
CCOC(=O)C1(Cc2cccc(Cl)c2)CCCN(C2CCN(C(C)=O)CC2)C1 (stereo unspecified)	i	i	4%	5%	1%	-2	5%[9.22 µM]	7%	-25%

One compound at a time, as listed above:
CCOC(=O)c1cc(-c2ccccc2)n(CC(=O)Nc2ccc(OC)cc2)c1C reads PTHR1 ag: i; Akt phos inh: i; GLP-1R agonist: 5%; aSyn rescue: -1%; Abeta rescue: 13%; D3 antag: 3; TDP43 rescue: 12%; FUS yeast rescue: .; GLP-1R inv ag: -7%
Cc1ccc(OCCNC(=O)CCc2ccccc2)cc1C reads PTHR1 ag: i; Akt phos inh: i; GLP-1R agonist: 15%; aSyn rescue: 1%; Abeta rescue: ?; D3 antag: 9; TDP43 rescue: 0%; FUS yeast rescue: 17%; GLP-1R inv ag: ?

Back to the main list, repeating the two entries before the break.
SMILES	PTHR1 ag	Akt phos inh	GLP-1R agonist	aSyn rescue	Abeta rescue	D3 antag	TDP43 rescue	FUS yeast rescue	GLP-1R inv ag
CC1=CCC(C(=O)O)(C(=O)N/N=C/c2cccnc2)C(c2ccccc2)C1 (stereo unspecified)	-1%	i	4%	-1%	2%	10	0%	-3%	-2%
CCOC(=O)C1(Cc2cccc(Cl)c2)CCCN(C2CCN(C(C)=O)CC2)C1 (stereo unspecified)	i	i	4%	5%	1%	-2	5%[9.22 µM]	7%	-25%
Cc1ccccc1Oc1nc(-c2ccccn2)nc2ccccc12	-31%[inhibitor]	i	7%	-20%	-45%[inhibitor]	-11	14%	-3%	?
NC(=O)C1CCN(c2oc(-c3ccc(F)cc3)nc2S(=O)(=O)c2ccccc2)CC1	-18%	i	-3%	0%	-8%	5	14%	-6%	0%
COc1ccc(C(CNC(=O)C(CCSC)NC(=O)c2ccccc2OC)N2CCCCC2)cc1 (stereo unspecified)	-6%	i	6%	0%	2%	-14	10%	15%	-16%
C=C(C)CN(CC)c1nc(N)c2c(N)nc3c(c2c1C#N)CC(=O)N3C12CC3CC(CC(C3)C1)C2	i	i	-19%	1%	3%	-26	5%	41%	?
Cc1ccccc1OCC(=O)Nc1nc(-c2ccncc2)cs1	-31%[inhibitor]	i	10%	-3%	-12%	5	27%	.	15%
Cc1ccc(NC(=O)c2cn(CCC#N)nc2-c2cccs2)c([N+](=O)[O-])c1	-4%	i	10%	2%	11%	-8	15%	15%	15%
COC(=O)CSc1ncc(S(=O)(=O)c2ccccc2)c(=O)[nH]1	i	i	-2%	3%	-5%	-15	-16%	12%	0%
CCCOc1ccc(S(=O)(=O)N2CCN(C)CC2)c2ccccc12	i	i	18%	12%	-2%	2	-10%	5%	?
COc1ccc(C(=O)OCCc2ccc(O)cc2)cc1	i	i	14%	1%	7%	16	?	-10%	44%[activator]
O=C(N/C(=C/c1ccc([N+](=O)[O-])cc1)C(=O)N1CCCC1)c1ccccc1	-54%[inhibitor]	i	13%	0%	8%	0	6%	3%	0%

Assay outcomes as filed in PubChem.

These rows are one share of the data; count on the stated rates, not on these rows.
